# Compound activity as filed in PubChem BioAssay.
# LYP phosphatase: inhibitors of LYP phosphatase, biochemical, fluorescence intensity, uHTS (AID 1779). Tyrosine-protein phosphatase non-receptor type 22 (Homo sapiens). recombinant LYP phosphatase, fluorescence intensity; higher % means a stronger effect. inhibition, % at 11.5 µM, or IC50 in µM where a hit was titrated. hit rate 0.054% among 290,000;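 also: plate controls were vehicle with enzyme for no effect and no enzyme for full effect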
# TNAP activation fold: human TNAP enzyme activators, primary screen, biochemical, luminescent, no phosphate acceptor, uHTS (AID 1001) | activation fold at 20 µM, or EC50 in µM where a hit was titrated | hit rate 0.03% among 200,000 | purified TNAP, luminescent activation assay, no phosphate acceptor; higher activation fold means a stronger effect; in the data active = activation fold from about 3, or a potency from the dose series; inactive = the rest, 99 in 100 with activation fold below about 1.6; also: many of its hits are not listed in these tables
# Myeloid diff 2: induction of myeloid progenitor differentiation, primary screen, cell-based, flow cytometry, MLPCN library; ER-HoxA9 myeloid progenitors, lysozyme-GFP differentiation; calls only at 10 µM; hit rate 1% among 360,000; AID 624256, 2012;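 active = normalized GFP-positive differentiation at or above the plate's own cutoff, the solvent-only control mean plus 3 SD; inconclusive = no clear call, values can overlap the other calls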;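 also: cells exposed to compound for four days before flow analysis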
# M17LAP inhibition: P. falciparum M17LAP inhibitors, primary screen, biochemical, fluorogenic H-Leu-NHMec substrate, 1536-well (AID 1619). inhibition, % at 30 µM; hits with a dose series show IC50 in µM. hit rate 0.38% among 220,000. recombinant M17LAP, H-Leu-NHMec fluorogenic kinetic assay; higher % means a stronger effect. Leucine aminopeptidase (Plasmodium falciparum (isolate 3D7));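 active = compound inhibiting the enzyme by more than half at any dose during confirmatory dose-response retesting; inconclusive = strong single-dose inhibitors picked by rank but not retested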;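 also: plate controls were full reaction with DMSO carrier for no effect and no enzyme background for full effect; strong numbers were not always called active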
# XIAP displacement: XIAP antagonists, biochemical, IAP family, fluorescence polarization (AID 1018) | E3 ubiquitin-protein ligase XIAP (Homo sapiens) | XIAP BIR domain, fluorescence polarization peptide displacement; higher % means a stronger effect | displacement, % at 20 µM; hits with a dose series show IC50 in µM | hit rate 0.007% among 200,000; in the data active = displacement above about 50%; also: a part of the inactive calls stands beside numbers as strong as those of hits
# human PMI inhibition: inhibitors of human PMI, primary screen, biochemical, fluorescence intensity, coupled assay (AID 1209) | Mannose-6-phosphate isomerase (Homo sapiens) | inhibition, % at 20 µM; hits with a dose series show IC50 in µM | purified PMI enzyme, coupled fluorescence intensity; higher % means a stronger effect | hit rate 0.42% among 190,000;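 also: plate controls were DMSO vehicle for no effect and wells lacking substrate for full effect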
# CSM14.1 death rescue: rescue of cells from ER stress-induced death, primary screen, 384-well, CSM14.1, thapsigargin, ATP luminescence (AID 1222) | cellular ATP content (survival), % at 20 µM; hits with a dose series show EC50 in µM | 190,000 tested, under 10 active | CSM14.1 thapsigargin-induced death rescue, ATP luminescence; higher % means a stronger effect;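 active = EC50 below 50 µM in the dose-response confirmation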;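 also: death triggered by thapsigargin at about 15 µM added after 2 h compound pretreatment; cell ATP read after overnight thapsigargin exposure of roughly 18 to 22 hours; normalized against plate controls of thapsigargin alone and 5% DMSO vehicle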
# M1AAP inhibition: P. falciparum M1AAP inhibitors, biochemical, fluorogenic H-Leu-NHMec substrate, 1536-well (AID 1445); hit rate 0.42% among 220,000; one-dose inhibition, % at 30 µM; IC50 in µM for titrated hits; Aminopeptidase N (Plasmodium falciparum (isolate 3D7)); recombinant M1AAP, H-Leu-NHMec fluorogenic kinetic assay; higher % means a stronger effect;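 active = primary inhibition above the hit cutoff, then over 50% inhibition at one or more dose response concentrations, cut at about 23% in these data, passing the limit was not always enough; inconclusive = conflicting primary data, or primary hits not chosen for dose response; inactive = low primary inhibition, or under 50% at every dose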;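 also: plate controls were DMSO full reaction for no effect and no enzyme background for full effect; strong numbers were not always called active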
# PMI inhibition: human PMI inhibitors, high substrate, primary screen, biochemical, fluorescence intensity, high mannose 6-phosphate (AID 1220). hit rate 0.66% among 190,000. one-dose inhibition, % at 20 µM; IC50 in µM for titrated hits. Mannose-6-phosphate isomerase (Homo sapiens). recombinant PMI enzyme, coupled fluorescence intensity; higher % means a stronger effect
# Myeloid diff 2 GFP+ MAC1+ %: recorded beside Myeloid diff 2, whose call it bears; GFP+ MAC1+ double positive, %; measured here: differentiation confirmed by MAC1 staining
# Starred values were filed as active, the others as inactive; i = inactive; ? = inconclusive; · = no result given; + = active, no number. Rule as the data show it, unless noted: active = inhibition above about 50%; inactive = the rest.
SMILES,LYP phosphatase,TNAP activation fold,Myeloid diff 2,Myeloid diff 2 GFP+ MAC1+ %,M17LAP inhibition,XIAP displacement,human PMI inhibition,CSM14.1 death rescue,M1AAP inhibition,PMI inhibition
Cc1cc(OC(=O)c2c(F)cc(F)cc2F)nc(C)n1,-4%,1.1,i,0.2,-3%,1.7%,-24%,·,1%,-17%
O=C(C1CCN(S(=O)(=O)c2ccc(-n3cnnn3)cc2)CC1)N1CCN(c2ccccc2)CC1,2%,1.2,i,0.5,4%,-4.0%,5%,·,3%,-1%
Cc1cccnc1CCNC(=O)CCc1nnc(CCc2ccccc2)o1,-9%,1.1,i,0.2,-4%,-11%,19%,-0.1%,-2%,18%
Cn1c(=O)c2c(nc(CN3CCN(C(=O)c4ccco4)CC3)n2CCc2ccccc2)n(C)c1=O,-5%,1.1,i,0.7,13%,-5.1%,6%,-0.5%,-1%,3%
CN(CCCCCCCCC(=O)/C=N/O)Cc1ccccc1,-5%,1,i,3.2,5%,-4.2%,5%,-0.5%,6%,6%
C(=N\c1nc2ccccc2n1CCN1CCOCC1)/c1cccs1,-3%,1.1,i,0.7,-2%,0.8%,7%,-2.0%,8%,7%
Cn1nnc(NCc2cc(Br)ccc2OCc2ccccc2F)n1,7%,1.1,i,0.4,2%,-6.8%,2%,1.7%,-1%,2%
CCOC(=O)C1CN(S(=O)(=O)c2ccc(C)cc2)c2cc(S(=O)(=O)CC)ccc2O1 (stereo not drawn),-10%,1.1,i,0.7,0%,-4.4%,16%,-0.6%,-1%,11%
COc1ccc(CC2S/C(=N/N=C/c3ccccc3O)NC2=O)cc1 (stereo not drawn),-3%,·,i,1.5,-15%,·,·,·,1%,·
Cn1cccc1-c1nc2ccccc2n1C,2%,1.1,i,0.2,-5%,-8.7%,-2%,0.8%,2%,2%
Cc1cc(C)nc(N(C#N)CC(=O)c2ccccc2)n1,-8%,1,i,0.5,8%,-0.8%,8%,-0.4%,1%,4%
COC(=O)c1ccc(N2CCN(C(C)=O)CC2)c(NC(=O)c2cccnc2)c1,-5%,1.1,i,0.3,7%,-0.7%,-1%,1.2%,6%,-8%
Clc1ccc(COn2nnc3ccccc32)c(Cl)c1,-3%,1.1,i,0.3,4%,-4.2%,6%,-1.8%,7%,2%
CC(C)[C@H](NC(=O)OCc1ccccc1)C(=O)OCC(=O)NC1CCCCC1,-5%,1,i,0.6,-6%,-0.4%,3%,0.8%,6%,2%
Cc1cc(NC(=O)c2ccccc2)c(Cl)cc1N,-3%,·,i,0.6,-6%,·,·,·,2%,·
COc1ccccc1-n1c(CNC(=O)c2ccco2)nnc1SCC(=O)Nc1cc(C)ccc1C,-3%,1.1,i,0.2,4%,-9.8%,-1%,-1.3%,6%,-4%
Cc1ccc(N(Cc2ccc(C(=O)Nc3c(C)n(C)n(-c4ccccc4)c3=O)cc2)S(C)(=O)=O)cc1C,-3%,1.2,i,0.1,-1%,-7.1%,3%,1.6%,-4%,0%
Cc1ccc(-n2nnnc2SCC(=O)NC2CCCc3ccccc32)cc1 (stereo not drawn),2%,1.1,i,0.9,-9%,-12%,20%,-1.1%,1%,14%
Cc1cccc(N2CCN(S(C)(=O)=O)CC2)c1C,-5%,1.1,i,0.7,3%,-1.9%,-10%,1.7%,1%,-11%
Cc1ccc(-c2cc(C(=O)N/N=C/c3c(C)nn(C)c3C)c3ccccc3n2)cc1C,0%,1,i,0.6,14%,-40%,7%,-1.9%,13%,4%
COc1ccc(N2CCN(C(=O)CCc3ccc(S(=O)(=O)NC(C)(C)C)cc3)CC2)cc1,2%,·,i,0.0,17%,·,·,·,13%,·
CCCn1c(SCC(=O)NC2CCCCC2C)n[nH]c1=O (stereo not drawn),-2%,1,i,1.0,2%,-2.8%,-8%,-1.8%,1%,-22%
CCN1CCc2c(OCC(=O)Nc3cccc(C)c3C)cccc2C1=O,-2%,1,·,·,7%,-5.5%,5%,2.2%,2%,9%
CC1CN(C(=O)CCn2c(=O)oc3ccccc32)CC(C)O1 (stereo not drawn),-9%,1.1,i,1.6,5%,-3.7%,2%,-2.6%,6%,-1%

# Some values from the results shown:
# For PMI inhibition, `Cn1nnc(NCc2cc(Br)ccc2OCc2ccccc2F)n1` is listed with 2%
# For M17LAP inhibition, `COc1ccc(N2CCN(C(=O)CCc3ccc(S(=O)(=O)NC(C)(C)C)cc3)CC2)cc1` is listed with 17%

# More structures follow:
SMILES,LYP phosphatase,TNAP activation fold,Myeloid diff 2,Myeloid diff 2 GFP+ MAC1+ %,M17LAP inhibition,XIAP displacement,human PMI inhibition,CSM14.1 death rescue,M1AAP inhibition,PMI inhibition
Cc1ccc(C(=O)Nc2nn(C)c3cccc(F)c23)cc1,-2%,·,i,0.3,-15%,·,·,·,-6%,·
N=c1c2c3c(sc2ncn1Cc1ccccc1)CCCC3,-7%,1,i,0.8,-9%,-4.2%,4%,-1.6%,2%,12%
N#Cc1ncc(-c2ccc3c(c2)OCCOCCOCCOCCOCCO3)nc1C#N,-1%,1,i,0.8,32%,-7.7%,2%,0.6%,14%,0%
Cc1nnc(SC(=O)N2c3ccccc3Sc3ccccc32)s1,5%,1.1,i,7.5,2%,1.0%,20%,·,3%,10%
Cc1csc(SCCn2c(Br)nc3c2c(=O)[nH]c(=O)n3C)n1,-6%,1.1,i,1.0,11%,-5.0%,-1%,-2.0%,5%,1%
CC1(c2cc([N+](=O)[O-])cc([N+](=O)[O-])c2)CC(C)(C)N(C(=O)c2ccccc2)c2ccccc21 (stereo not drawn),6%,1.1,i,0.2,-1%,-4.4%,7%,-1.8%,10%,7%
CCOC(=O)c1c(NC(=S)N2CCN(C)CC2)sc2c1CCN(C(=O)OCC)C2,-5%,·,i,0.1,0%,·,·,·,1%,·
COc1cccc(NC(=O)c2ccc(C(=O)c3ccccc3)o2)c1,-1%,1.1,i,0.2,5%,-1.1%,7%,-1.1%,4%,4%
COc1cc2ccccc2cc1C(=O)Nc1ccccc1N1CCN(S(C)(=O)=O)CC1,10%,1,i,0.4,13%,-5.4%,26%,0.5%,10%,17%
Oc1ccc(N=Cc2ccc(OCc3ccccc3)cc2)cc1,-5%,1,i,0.0,19%,-2.5%,44%,-0.4%,16%,58%*
O=C(C1CCN(S(=O)(=O)c2ccc(F)cc2)CC1)N1CCOCC1,-5%,1.1,i,8.9,4%,-4.6%,-8%,-1.3%,-4%,-5%
CSc1nc(-c2ccco2)nn1C(=O)c1ccco1,-4%,1,i,1.1,2%,-4.6%,2%,·,-1%,-6%

# Sorted by heavy-atom count (rising): 6 of the compounds above
SMILES,LYP phosphatase,TNAP activation fold,Myeloid diff 2,Myeloid diff 2 GFP+ MAC1+ %,M17LAP inhibition,XIAP displacement,human PMI inhibition,CSM14.1 death rescue,M1AAP inhibition,PMI inhibition
N=c1c2c3c(sc2ncn1Cc1ccccc1)CCCC3,-7%,1,i,0.8,-9%,-4.2%,4%,-1.6%,2%,12%
Cc1nnc(SC(=O)N2c3ccccc3Sc3ccccc32)s1,5%,1.1,i,7.5,2%,1.0%,20%,·,3%,10%
COc1cccc(NC(=O)c2ccc(C(=O)c3ccccc3)o2)c1,-1%,1.1,i,0.2,5%,-1.1%,7%,-1.1%,4%,4%
CCOC(=O)c1c(NC(=S)N2CCN(C)CC2)sc2c1CCN(C(=O)OCC)C2,-5%,·,i,0.1,0%,·,·,·,1%,·
N#Cc1ncc(-c2ccc3c(c2)OCCOCCOCCOCCOCCO3)nc1C#N,-1%,1,i,0.8,32%,-7.7%,2%,0.6%,14%,0%
CC1(c2cc([N+](=O)[O-])cc([N+](=O)[O-])c2)CC(C)(C)N(C(=O)c2ccccc2)c2ccccc21 (stereo not drawn),6%,1.1,i,0.2,-1%,-4.4%,7%,-1.8%,10%,7%

# Next records follow.
SMILES,LYP phosphatase,TNAP activation fold,Myeloid diff 2,Myeloid diff 2 GFP+ MAC1+ %,M17LAP inhibition,XIAP displacement,human PMI inhibition,CSM14.1 death rescue,M1AAP inhibition,PMI inhibition
COC(=O)CSc1ncnc2c(C)csc12,-2%,·,i,0.9,2%,·,·,·,-2%,·
Cc1noc(C)c1C(=O)Nc1ccc2c(c1)CCC2,4%,1,i,7.1,2%,-4.5%,17%,-0.7%,-1%,15%
COc1ccc(C(=O)O/N=C(/c2cccs2)C(C)(C)C)cc1,-2%,·,i,0.4,-2%,·,·,·,10%,·
O=c1[nH]c2ccccc2c(O)c1O,1%,0.9,i,2.9,6%,-5.5%,72%*,-0.1%,14%,9.7µM*
Cc1ccccc1CSc1nccn1-c1ccccc1,10%,1,i,0.6,-5%,-1.8%,24%,4.8%,3%,-2%
CC(=O)Nc1ccc(C2=NN(Cc3nnc(-c4ccccc4)o3)C(=O)SC2)cc1,7%,1,i,0.0,-2%,-6.9%,2%,-1.7%,5%,3%
Cc1ccc(C(=O)CC(=O)c2cc(Cl)ccc2O)cc1,-2%,1.1,i,5.8,4%,-2.9%,-10%,-0.9%,8%,-11%
CCSC(=S)c1c(C)[nH]n(-c2ccccc2)c1=O,-4%,·,i,0.7,3%,·,·,·,6%,·
COc1ccc(CC(=O)NC(CC(=O)O)c2ccc(OC)cc2)cc1 (stereo not drawn),-7%,1.1,i,2.5,8%,-6.5%,3%,-2.1%,9%,-12%
COc1ccc(/C=C/C(O)=C2/C(=O)N(C)C3(C)CC2c2ccccc2O3)cc1 (stereo not drawn),-4%,1,+,11*,0%,-2.2%,13%,0.8%,8%,0%
Cc1ccc(-n2nc(C)c(NS(=O)(=O)c3ccccc3)c2C)cc1C,-6%,1.1,i,4.9,-3%,-1.0%,5%,-2.4%,1%,6%
COc1cccc(CNn2c(-c3cccc(C)c3)nc3ccccc3c2=O)c1,-3%,1,i,5.6,-1%,-3.7%,3%,-1.1%,-1%,-1%
Cc1ccc(Nc2nc(N)c([N+](=O)[O-])c(NCCO)n2)cc1C,1%,·,i,0.6,-3%,·,·,·,10%,·
O=C(O)C1CSC(c2ccco2)N1 (stereo not drawn),-3%,1.2,i,0.2,19%,-3.6%,-2%,0.7%,-2%,8%
CCN1C(=O)/C(=C/c2nc3ccccc3c(=O)n2-c2ccccc2)c2ccccc21,4%,1.1,·,·,-1%,-6.1%,19%,0.9%,4%,21%
O=C(C1CCCN(S(=O)(=O)c2cnc[nH]2)C1)N1CC(=O)N(CCc2ccccc2)C(=O)C1 (stereo not drawn),-8%,0.9,i,1.3,14%,1.2%,11%,·,1%,7%
O=C(CN1C(=O)CSc2cc(S(=O)(=O)N3CCCCCC3)ccc21)NCCc1ccccc1,8%,1,?,·,3%,-0.3%,14%,0.0%,2%,8%
